Screening results: PubChem, National Center for Advancing Translational Sciences (NCATS)
D1 antagonist: antagonists of human D1 dopamine receptor; activity change, negative = inhibition, % at 10 µM; HEK293 TREx D1 cells, calcium flux, dopamine EC80; stronger effect = lower value; 360,000 tested, 3.2% active; P21728; in the data active means activity change below about -30%; further: on the % scale 0 is the no-effect control and ±100 the full control effect
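Compound effects on dopamine-evoked calcium signalling were measured in tetracycline-induced HEK293 Trex D1 cells. Dopamine at EC80 followed a 180 s compound pre-read, and fluorescence was tracked kinetically for 180 s more.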
D2 ag: activates the human D2 dopamine receptor; activation, % at 2 µM; 340,000 tested, 0.53% active; HEK293 T-REx D2 cells, calcium flux agonist mode; P14416;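 active means activation over 3 SD above normal in the single-dose calcium agonist read, cut at about 30% in these data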; further: 0% is about no effect
Target sequence (P14416 whole entry, looked up): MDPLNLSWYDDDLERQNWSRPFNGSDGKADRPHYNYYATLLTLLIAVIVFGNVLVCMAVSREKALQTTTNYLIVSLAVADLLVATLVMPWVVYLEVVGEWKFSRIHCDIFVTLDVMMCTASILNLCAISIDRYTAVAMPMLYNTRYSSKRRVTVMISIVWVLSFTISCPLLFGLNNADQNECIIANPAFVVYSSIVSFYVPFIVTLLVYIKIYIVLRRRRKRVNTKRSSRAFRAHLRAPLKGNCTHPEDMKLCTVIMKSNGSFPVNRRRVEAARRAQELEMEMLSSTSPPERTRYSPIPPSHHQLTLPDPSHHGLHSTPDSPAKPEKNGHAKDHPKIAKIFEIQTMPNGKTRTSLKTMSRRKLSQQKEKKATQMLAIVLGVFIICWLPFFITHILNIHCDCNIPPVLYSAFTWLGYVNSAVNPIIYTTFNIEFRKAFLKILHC
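Agonism scored from kinetic calcium signal (1 read/sec, 180 s) following compound pin transfer, after a 10 s baseline. Cells: HEK293 Trex line expressing inducible D2 receptor coupled to calcium, dye-loaded after overnight culture at 30 C.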
D1 potentiator: potentiators of human D1 dopamine receptor; HEK293 TREx D1 cells, calcium flux, dopamine EC20 potentiation; potentiation, % at 10 µM; 360,000 tested, 0.036% active; AID 504651; in the data active means potentiation above about 30%; further: 0% is about no effect
D2 PAM: positively modulates the human D2 dopamine receptor allosterically; P14416; HEK293 T-REx D2, calcium flux, EC20 dopamine potentiation; potentiation, % at 10 µM; 340,000 tested, 0.34% active; AID 485347;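 active means potentiation over 3 SD above the plate norm, cut at about 30% in these data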; further: 0% is about no effect
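Potentiation of an EC20 dopamine calcium response is measured in a force-coupled, tetracycline-inducible Hek293 Trex D2 line. Compound-only kinetic reads over 180 s flag agonists before dopamine addition.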
RXFP1 antag: RXFP1 (human) relaxin receptor antagonism. AID 1259400. Q9HBX9. HEK293-RXFP1, relaxin-stimulated cAMP HTRF, 30 min; stronger effect = lower value. 350,000 tested, 0.59% active. activity change, negative = inhibition, % at 57.5 µM;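 active means activity change of -60% or lower, but not beyond a set lower limit; inconclusive means change between -60% and -40%, or beyond the set limit; inactive means change above -40%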; further: on the % scale 0 is the no-effect control and ±100 the full control effect
D2 antagonist: antagonizes the human D2 dopamine receptor. P14416. HEK293 TREx D2 cells, calcium flux, dopamine EC80. inhibition, % at 10 µM. 340,000 tested, 2% active. AID 485344; in the data active means inhibition above about 30%; further: 0% is about no effect
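Antagonism is scored as inhibition of an EC80 dopamine-evoked calcium signal in a force-coupled, tetracycline-inducible HEK293 T-REx D2 line, with compound present 180 s before agonist.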
TRHR ag: TRH receptor (human) agonism; P34981; TRHR cells, calcium flux fluo-8, FDSS agonist mode; activation, % at 2 µM; 360,000 tested, 0.18% active; AID 493084; further: 0% is about no effect
Target sequence (P34981 whole entry, looked up): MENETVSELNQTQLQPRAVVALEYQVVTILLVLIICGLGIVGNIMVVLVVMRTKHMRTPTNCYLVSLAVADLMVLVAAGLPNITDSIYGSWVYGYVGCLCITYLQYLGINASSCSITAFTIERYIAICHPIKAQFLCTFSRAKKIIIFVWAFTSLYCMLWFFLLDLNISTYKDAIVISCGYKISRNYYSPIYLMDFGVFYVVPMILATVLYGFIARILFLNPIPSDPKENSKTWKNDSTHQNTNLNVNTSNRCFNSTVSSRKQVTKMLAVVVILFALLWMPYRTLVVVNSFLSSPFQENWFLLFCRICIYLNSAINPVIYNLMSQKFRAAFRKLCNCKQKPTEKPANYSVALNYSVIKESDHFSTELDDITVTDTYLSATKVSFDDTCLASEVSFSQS
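Read-out: compound-evoked intracellular calcium rise in TRHR cells, fluo-8 dye, kinetic FDSS fluorescence at 1 s/cycle following a 10-cycle baseline. Cells cultured overnight before dye loading (30 min–1.5 h, RT).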
D1 ag: agonists of human D1 dopamine receptor; AID 504660; 360,000 tested, 1% active; activation, % at 2 µM; HEK293 T-REx D1 cells, calcium flux, agonist mode; further: 0% is about no effect
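Tetracycline-induced HEK293 TREx D1 cells, force-coupled to calcium signalling, were dye-loaded with a no-wash calcium kit. Compound was pin-added after a 10 s baseline. Fluorescence was read kinetically at 1 cycle/s for 180 s, with calcium rises flagged as agonism.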
TRHR PAM: allosteric enhancers of human TRH receptor | P34981 | TRHR cells, fluo-8 calcium fluorescence, EC20 TRH enhancement | enhancement, % at 2 µM | 360,000 tested, 0.66% active; in the data active means enhancement above about 30%; further: 0% is about no effect
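Enhancer read-out: after compound pinning and an initial kinetic agonist-mode read, an EC20 of TRH (10 nM final) was injected and fluo-8 calcium signal (Ex 480/Em 530) followed at 1 s/cycle for 100 cycles in TRHR-expressing cells.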
Numbers without * were called inactive; ? = inconclusive; · = no result given; & = joins results of further samples; ! = repeats disagree. Unless noted, no stated cut-off is given here; in the data, active means activation above about 30%; inactive means the rest.

molecule	D2 PAM	TRHR PAM	D1 ag	D1 potentiator	D1 antagonist	TRHR ag	RXFP1 antag	D2 ag	D2 antagonist
N=C(N)SCP(=O)(c1ccccc1)c1ccccc1	5	2	1	-4	-8	0.7	7	-0.2	13
OCCNCc1ccc(-c2ccccc2)cc1	·	0	12	-3	-9	1.8	25	·	·
CCC(C(=O)Nc1cc(-c2cn3cccnc3n2)ccc1C)c1ccccc1 (stereo not drawn)	-5	-3	1	-3	-3	0.0	7	·	·
O=C(CSc1ccc2ccccc2n1)N/N=C/c1ccc(O)cc1	5	-4	9	-5	-24	-1.3	11	-0.3	2
COc1ccc(-c2cc(C(=O)NCCN3CCOCC3)c3ccccc3n2)cc1	-2	6	0	-2	0	-0.1	4	0.9	-2
Cn1c(COc2ccc([N+](=O)[O-])cc2)nnc1SCC(N)=O	-3	-1	2	-5	2	0.3	-1	2.1	2
CCOc1ccccc1Nc1nc(-c2cccc(Cl)c2)c2c(n1)-c1ccccc1OC2	0	-5	-1	0	0	0.2	-17	·	·
CC12CC3(C)CC(C)(C1)CC(C(=O)Nc1nn[nH]n1)(C2)C3	-1	1	0	-4	11	-0.1	4	-0.1	-12
CS/C(=N\S(=O)(=O)c1cccs1)Nc1cccc(Cl)c1C	-1	2	2	-12	1	-0.1	10	-1.7	1
CCN(CC)c1ncc(C)c(=O)[nH]1	-17	-3	-2	3	7	0.7	1	-0.5	1
Cc1ccc(C)c(NC(=O)CCc2nnc3ccc(N4CCCC4)nn23)c1	6	2	0	-4	-7	-0.2	-11	-0.2	-4
Cc1cc(NS(=O)(=O)c2ccc(NC(=O)c3cccnc3)cc2)nc(C)n1	-5	2	2	-6	-10	0.0	-3	0.4	6
Cc1ccc(NC(=O)c2cccnc2)c([N+](=O)[O-])c1	6	-4	1	5	-1	-0.1	-4	0.7	-2
CCCc1cc(C(=O)Nc2c(C)n(C)n(-c3ccccc3)c2=O)no1	10	16	2	·	-6	-1.1	·	-1.0	-1
COc1ccc(Nc2ncnc3sc4c(c23)CCCC4)cc1	-7	-5	-1	3	-1	-0.5	·	·	·
O=C1NC(c2ccc(-c3ccccc3[N+](=O)[O-])o2)C(C(=O)c2ccc(F)cc2)C(O)(C(F)(F)F)N1 (stereo not drawn)	17	-1	0	-5	7	0.4	-5	1.5	27
Cc1ccc(-c2csc3ncnc(SCC(=O)c4ccc5c(c4)OCCO5)c23)cc1	1	2	4	0	-9	0.4	-2	0.9	-5
CC(NC(=O)COC(=O)c1ccc(N(C)C)cc1)c1ccccc1 (stereo not drawn)	-7	2	0	-8	-70*	-0.2	-18	0.5	9
CCn1cc(CCC(=O)NCc2ccc(C)cc2)c2ccccc21	-6	1	1	-4	3	-0.1	-11	·	·
O=C(CSc1nc(Nc2ccccc2)nc(N2CCOCC2)n1)Nc1ccc(Br)cc1F	4	-4	0	-7	6	0.8	-6	-0.2	1
COC(=O)C1Cc2ccccc2CN1S(=O)(=O)c1ccc(F)cc1 (stereo not drawn)	5	-6	0	-3	-36*	-0.4	1	-2.2	0
O=C(NCCCN1CCOCC1)c1cccc(S(=O)(=O)Nc2ccc(F)cc2)c1	9	2	8	·	9	0.0	-5	0.6	-16
Cc1ccc(S(=O)(=O)N2CCOCC2)cc1C(=O)OCC(=O)N1c2ccccc2NC(=O)C1(C)C	-2	1	-1	3	·	-0.2	·	-0.7	11
COc1ccc(NC(=O)CSc2oc(-c3cccs3)nc2S(=O)(=O)c2ccc(C)cc2)c(OC)c1	10	1	1	0	11	0.3	-4	0.1	·
O=C(CC1C(=O)NCCN1Cc1ccc(-c2ccccc2)cc1)NCC1CC1 (stereo not drawn)	-1	-1	2	-2	-9	-0.3	-61*	0.5	-18

The final four compounds of the part before come first, to join the parts.
molecule	D2 PAM	TRHR PAM	D1 ag	D1 potentiator	D1 antagonist	TRHR ag	RXFP1 antag	D2 ag	D2 antagonist
O=C(NCCCN1CCOCC1)c1cccc(S(=O)(=O)Nc2ccc(F)cc2)c1	9	2	8	·	9	0.0	-5	0.6	-16
Cc1ccc(S(=O)(=O)N2CCOCC2)cc1C(=O)OCC(=O)N1c2ccccc2NC(=O)C1(C)C	-2	1	-1	3	·	-0.2	·	-0.7	11
COc1ccc(NC(=O)CSc2oc(-c3cccs3)nc2S(=O)(=O)c2ccc(C)cc2)c(OC)c1	10	1	1	0	11	0.3	-4	0.1	·
O=C(CC1C(=O)NCCN1Cc1ccc(-c2ccccc2)cc1)NCC1CC1 (stereo not drawn)	-1	-1	2	-2	-9	-0.3	-61*	0.5	-18
CCCNC(=O)C1CCN(S(=O)(=O)c2ccc3nc4c(c(C(=O)O)c3c2)CCCCC4)CC1	7	6	1	0	-1	0.2	·	1.2	-4
CC(C)(C)NC(=O)c1cc(C(C)(C)C)c(O)c(C(C)(C)C)c1	14	-6	1	-3	11	-1.2	·	-0.5	2
CCn1c(C)c(C)c2cc(C(=O)N3CCN(c4cccc(C)c4C)CC3)ccc21	1&-2	3&5	2&6	-9&-1	-43*!	0.1&-0.3	?	·	36*
O=C(Nc1ccc2c(c1)OCCO2)C(=O)c1c[nH]c2ccccc12	-1	14	18	-11	-7	3.8	-20	0.7	-14
COc1ccc(C(=O)N[C@H](C(=O)OCc2nc3ccsc3c(=O)[nH]2)C(C)C)cc1	-14	9	1	0	-18	-0.1	6	-0.9	3
O=C(COC(=O)CSc1ccc(F)cc1)NC1CCCCCC1	-6	2	3	·	-28	0.1	4	-3.6	18
CC(C)c1cc(=O)n2c(nc3ccccc32)[nH]1	14	-4	1	2	-2	0.6	7	0.4	-10
CCCCC(c1nnnn1CCOC)N1CCN(C(=O)c2ccco2)CC1 (stereo not drawn)	-6	2	5	-1	-3	0.7	-7	-1.4	-3
C[C@@H]1[C@H](O)C[C@@]23COC(=O)C2=CCC[C@@H]3[C@@]1(C)CC/C(=C/CO)CO	-1	-5	3	0	-22	1.2	3	-0.1	-26
CN(Cc1nc(CC2CC2)no1)CC12CC3CC(CC(C3)C1)C2	-5	11	1	-2	4	0.4	-11	0.3	4
COc1ccc(-c2noc(C(C)NC(=O)c3ccco3)n2)cc1 (stereo not drawn)	12	18	11	1	-5	-0.9	·	-1.3	·
Clc1ccc2nc(NCc3ccccc3)c3nncn3c2c1	-3	1	3	-2	-8	0.5	-6	-0.4	·
NS(=O)(=O)c1ccc(Nc2ncccc2[N+](=O)[O-])cc1	2	-1	1	0	-3	-0.3	1	-0.5	-3
Cn1c(-c2sc3cc(C(F)(F)F)cnc3c2-c2cccnc2)n[nH]c1=S	9	10	2	6	1	0.5	-31	-0.2	-7
CCOC(=O)c1[nH]c(C)c(C(=O)OCC(=O)N(C)C2CCS(=O)(=O)C2)c1C (stereo not drawn)	12	-5	4	-6	10	0.5	-13	-0.2	0
O=C(COC(=O)CCNS(=O)(=O)c1ccc(Cl)cc1)NCc1ccco1	-12	-2	5	-3	-24	0.1	-2	-0.2	-11
O=C(O)c1ccc(NNC(=S)Nc2cc(C(F)(F)F)ccc2Cl)cc1	9	2	-3	-2	4	-0.1	-37	-0.6	-10
Brc1ccc(-c2csc(NNC3=NCCCCC3)n2)cc1	7	2	0	6	23	-0.6	-12	-0.5	-4
CSc1ccccc1C(=O)NCc1cccnc1	-4	-6	0	-3	3	-0.1	11	-0.2	-4
COC(=O)Cc1[nH]nc2c1C(C1C=CCCC1)C(C#N)=C(N)O2 (stereo not drawn)	-6	-4	-2	4	8	0.2	-7	·	·
O=C(NCCCN1CCN(c2ccc(F)cc2)CC1)c1cccc(N2CCCC2=O)c1	-22	4	1	-4	-25	0.2	-1	1.4	6
Cc1nnc(N/N=C/c2c(O)n(-c3cccc(C(F)(F)F)c3)c(=O)c3ccccc23)[nH]c1=O	4	-2	1	-3	-4	0.3	·	-0.8	3
CCOC(=O)C1=C(C)NC(C)=C(C(=O)OCC)C1c1ccccn1	-1	2	2	2	-4	-0.9	9&10	-0.7	-3
CCCC(C(=O)NC1CCCC1)N(C(=O)Cn1nnc(-c2ccc(C)o2)n1)C1CCCC1 (stereo not drawn)	-6	-3	0	0	12	-0.2	-24	0.3	-18
O=C(Nc1nnc(SCc2ccc(F)cc2)s1)c1cnccn1	1	4	4	3	-13	-1.1	-14	1.0	33*
Cc1ccc(C)c(OCC(=O)NNC(=O)C2CC2)c1	21	-3	3	-2	4	-0.3	7	-0.2	-6
COC(=O)Cc1c(C)nc2nc(-c3ccc(C)cc3)[nH]n2c1=O	0&4	1&18	-1&0	0&-3	-3&5	-0.2&0.4	-10&-2	-0.1&0.0	-7
O=C(c1ccco1)N1CCN=C1SCc1cccnc1	9	-7	2	-4	-5	0.3	11	1.1	9
Cc1onc(-c2ccccc2)c1C(=O)Nc1nc(-c2ccccc2)cs1	10	4	4	-12	-5	0.2	-13	-0.3	13
CCOCCc1nn2c(=O)cc(COC(=O)c3ccccc3Br)nc2s1	·	-2	0	-5	-6	0.2	0	0.8	·
c1ccc(CNc2ncnc3sccc23)cc1	2	8	8	-3	-10	1.1	-18	0.7	11
CCc1ccc(CNC(=O)c2c(C)oc3ncn(CC(C)C)c(=O)c23)cc1	5	-4	10	7	6	0.6	·	0.0	·
CCOc1ccccc1OCC(=O)NC1CCCCC1	-7	-7	0	-4	2	0.0	-1	-0.8	8
CCN(C(=O)/C=C/c1cc(OC)c(OC)c(OC)c1)C1CCCCC1	10	-2	4	-12	1	-0.4	12	0.5	-5
CS(=O)(=O)N(CC(=O)NCCSCc1cccc(Cl)c1)c1ccc(F)cc1	-3	-4	0	-8	7	-0.7	-7	0.7	1
COc1cccc(C2c3[nH]c4ccccc4c3C[C@H]3C(=O)N(CCCCCO)CC(=O)N23)c1 (stereo partly drawn)	2	4	3	5	4	-1.3	-7	0.2	2
COc1nc(NCc2ccc(Cl)cc2)nc(OC)n1	-1	10	1	6	10	-0.4	-2	0.3	-14
COc1ccc(C(=O)Nc2cc(Cl)ccc2-n2cncn2)c(OC)c1OC	-4	4	25	-9	-28	20	-2	2.3	-12
CCN(CC)c1ccc(CNc2ccc(Br)cn2)cc1	·	1	-1	-3	2	1.7	-10	0.8	-18
Cc1cc(Cl)c2oc(C(=O)N(C)Cc3ccon3)c(C)c2c1	-10	10	3	-5	-3	0.1	-7	9.7	4

Two consecutive records from above, quoted:
molecule	D2 PAM	TRHR PAM	D1 ag	D1 potentiator	D1 antagonist	TRHR ag	RXFP1 antag	D2 ag	D2 antagonist
CCN(CC)c1ccc(CNc2ccc(Br)cn2)cc1	·	1	-1	-3	2	1.7	-10	0.8	-18
Cc1cc(Cl)c2oc(C(=O)N(C)Cc3ccon3)c(C)c2c1	-10	10	3	-5	-3	0.1	-7	9.7	4
